Screening data (PubChem BioAssay)
TRHR agonist – TRH receptor (human) agonism | P34981 | TRHR cells, calcium flux fluo-8, FDSS agonist mode | activation, % at 2 µM | 360,000 compounds, 0.18% hits | AID 493084; in the data active means activation above about 30%; further: 0% is about no effect
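TRHR-expressing cells loaded with fluo-8 calcium dye; 23 nL library compound pin-transferred, kinetic FDSS fluorescence (Ex 480/Em 530) recorded about 180 s for agonist-induced calcium release, before a 10 nM TRH EC20 addition for potentiator mode.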
TRHR PAM – allosterically enhances the human TRH receptor; enhancement, % at 2 µM; TRHR cells, fluo-8 calcium fluorescence, EC20 TRH enhancement; 360,000 compounds, 0.66% hits; P34981; AID 493056; in the data active means enhancement above about 30%; further: 0% is about no effect
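TRHR-expressing cells loaded with fluo-8 calcium dye were read kinetically (ex 480/em 530) during compound addition, then stimulated with an EC20 of TRH (10 nM final). Enhancement of the Gq-mediated intracellular calcium response was scored.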
TrxR1 substrate – substrates of rat thioredoxin reductase 1 | Potency, µM (highest dose often 114 µM), for the others: top-dose activity change, negative = substrate turnover | purified TrxR1 substrate turnover, NADPH consumption readout | 390,000 compounds, 0.01% hits | AID 588456 | O89049; further: potency means the concentration at half of the fitted maximal effect; on the % scale 0 is the no-effect control and ±100 the full control effect; nearly all actives have a fitted effect of over 50% in size
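Rat TrxR1, dispensed at 90 nM, was prereduced with 400 uM NADPH (final) for 5 min at ~22 deg C, then incubated with compound 15 min before 400 uM selenite. A first-read NADPH fluorescence drop versus no-compound background flagged substrates.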
D2 ag – agonists of human D2 dopamine receptor | P14416 | HEK293 T-REx D2 cells, calcium flux agonist mode | activation, % at 2 µM | 340,000 compounds, 0.53% hits;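 active means activation over 3 SD above normal in the single-dose calcium agonist read, cut at about 30% in these data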; further: 0% is about no effect
Target sequence (P14416 whole entry, looked up): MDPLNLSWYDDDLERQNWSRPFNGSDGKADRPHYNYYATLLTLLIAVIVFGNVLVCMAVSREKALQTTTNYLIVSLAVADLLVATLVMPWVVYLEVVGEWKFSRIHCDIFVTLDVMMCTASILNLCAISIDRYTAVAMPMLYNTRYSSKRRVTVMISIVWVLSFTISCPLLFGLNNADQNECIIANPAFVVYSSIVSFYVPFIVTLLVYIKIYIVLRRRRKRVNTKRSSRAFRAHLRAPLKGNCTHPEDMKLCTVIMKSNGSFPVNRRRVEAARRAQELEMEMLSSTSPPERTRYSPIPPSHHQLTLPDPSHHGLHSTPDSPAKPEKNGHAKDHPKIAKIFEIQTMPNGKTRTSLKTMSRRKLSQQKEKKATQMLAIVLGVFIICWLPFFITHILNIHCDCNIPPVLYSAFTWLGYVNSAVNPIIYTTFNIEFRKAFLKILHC
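HEK293 Trex D2 cells, tetracycline-induced, o/n 30 C 5% CO2; no-wash Ca dye, RT 30–90 min; 10-cycle baseline, 23 nl cpd added, kinetic Ca read 180 s; agonist hits = positive Ca response.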
PI4K2A inh – PI4K2A (human) kinase inhibition; 420,000 compounds, 0.13% hits; Q9BTU6; activity change, negative = inhibition, % at 76.9 µM; AID 1346378; purified PI4K2A, ADP-Glo luminescence, 1 h; hits give low values; in the data active means activity change below about -50%; inconclusive means mostly about -30% to -49%;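 further: -100% = wells without enzyme as full effect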
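ADP-Glo luminescence measured ADP generated by PI4K2A enzyme (4 ug/mL before mixing) with 1.2 mM PI substrate (pre-mix) and 300 microM ATP (pre-mix). Tris pH7.5 buffer with MgCl2, Triton X-100; 1 h reaction at ambient temperature.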
TrxR1 inh – blocks rat thioredoxin reductase 1; O89049; AID 588453; 390,000 compounds, 1% hits; Potency, µM (series often up to 114 µM), for inactives: at the top dose activity change, negative = inhibition, hits mostly inhibitors; recombinant rTrxR1, NADPH fluorescence consumption, selenite substrate; further: potency means the concentration at half of the fitted maximal effect; on the % scale 0 is the no-effect control and ±100 the full control effect; nearly all actives have a fitted effect of over 65% in size
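Rat TrxR1 (90 nM in the dispensed reagent) was pre-reduced with 400 uM NADPH for 5 min at room temperature, then incubated with compound for 15 min. After 400 uM selenite was added, NADPH fluorescence (Ex 340/Em 450 nm) was followed for 8 min.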
USP1-UAF1 inh – inhibitors of human USP1/UAF1 deubiquitinase | O94782 | recombinant USP1/UAF1, Ub-Rhodamine cleavage fluorescence | Potency, µM (highest dose often 57.1 µM), inactives show top-dose activity change, negative = inhibition, usual class: inhibitors | 390,000 compounds, 0.23% hits | AID 743255; further: potency means the concentration at half of the fitted maximal effect; on the % scale 0 is the no-effect control and ±100 the full control effect; nearly all actives have a fitted effect of over 60% in size; inactives centre near -12
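In this screen, compounds sit with the deubiquitinase complex (1nM) for 15 min at room temperature before Ub-Rho is added at 150nM final. Fluorescence rise is then followed for 6 reads every 60 seconds.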
IDH1 R132H inh – human IDH1 R132H inhibition; IDH1-R132H enzyme, NADPH consumption, diaphorase/resazurin fluorescence; Potency, µM (top dose mostly 76.6 µM), inactives show at the highest dose activity change, negative = inhibition, hits mostly inhibitors; O75874; 390,000 compounds, 0.093% hits; further: potency means the concentration at half of the fitted maximal effect; on the % scale 0 is the no-effect control and ±100 the full control effect; nearly all actives have a fitted effect of over 65% in size
Target sequence (O75874 whole entry R132H, stated change not applied): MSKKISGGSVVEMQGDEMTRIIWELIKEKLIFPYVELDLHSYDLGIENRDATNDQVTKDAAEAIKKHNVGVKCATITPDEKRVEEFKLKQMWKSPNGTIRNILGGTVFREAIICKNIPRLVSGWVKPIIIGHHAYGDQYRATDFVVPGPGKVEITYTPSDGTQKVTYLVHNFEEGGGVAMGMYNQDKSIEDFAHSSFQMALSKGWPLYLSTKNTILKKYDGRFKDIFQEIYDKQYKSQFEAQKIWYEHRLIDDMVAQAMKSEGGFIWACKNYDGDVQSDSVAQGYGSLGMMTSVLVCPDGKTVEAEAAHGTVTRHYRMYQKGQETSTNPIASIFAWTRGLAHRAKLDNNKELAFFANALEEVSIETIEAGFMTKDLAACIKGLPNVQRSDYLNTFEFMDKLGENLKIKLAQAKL
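IDH1-R132H (0.5 ug/mL dispensed) in pH 7.5 Tris buffer was preincubated 30 min with compound, then given a substrate mix of 0.016 mM NADPH and 2 mM alpha-KG for 80 min at room temperature; remaining NADPH was read by diaphorase/resazurin fluorescence.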
D2 antagonist – D2 dopamine receptor (human) antagonism. P14416. HEK293 TREx D2 cells, calcium flux, dopamine EC80. inhibition, % at 10 µM. 340,000 compounds, 2% hits; in the data active means inhibition above about 30%; further: 0% is about no effect
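Tetracycline-induced HEK293 T-REx cells expressing D2 force-coupled to calcium signalling were dye-loaded, exposed to compound for 180 s, then challenged with an EC80 of dopamine; calcium flux was followed kinetically for a further 180 s.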
Active calls of the source: *; ? = inconclusive; · = not tested or not shown; & = joins results of further samples; [ ] = another dose, or the depositor's remark. Unless noted, the call rests on the fitted dose curve; in most records, active means well fitted inhibition curve with a large enough effect; inconclusive means small, poorly fitted or top-dose-only effect; inactive means no such curve, though single readings can be large or run the other way.

cpd	Molecule	TRHR agonist	TRHR PAM	TrxR1 substrate	D2 ag	PI4K2A inh
1	Cc1nc(C)c(C(=O)Nc2nc3c(C)cccc3s2)o1	0.4	-9.2	-0.1%	0.2	-6.0
2	Cc1ccc(S(=O)(=O)NCCc2cn3ccsc3n2)c(C)c1	0.2	-5.7	2.0%[57.1 µM]	0.9	-1.4
3	O=C(CN1C(=O)NC2(CCc3ccccc32)C1=O)c1ccc2c(c1)OCCO2 (stereo not given)	-0.1	16.3	-12.5%[57.1 µM]	·	1.7
4	Cc1cc(=O)c2cc(C(=O)c3ccccc3)ccc2[nH]1	-0.4	4.3	2.9%[57.1 µM]	-0.1	2.2
5	CCOC(=O)CP(=O)(c1ccccc1)c1ccccc1	1.1	6.0	-7.0%	0.7	-13.2
6	Cc1ccc(-c2nn(-c3ccccc3)cc2CNCc2ccccc2)cc1	0.7	2.9	-10.0%[57.1 µM]	0.2	0.3
7	COc1cccc(OCCNC(=O)CSc2ccc(C(F)(F)F)cc2[N+](=O)[O-])c1	-1.3	3.7	-10.3%	-1.8	2.2
8	Cc1cc(C)cc(NC(=O)CN(c2cc(C(F)(F)F)ccc2Cl)S(=O)(=O)c2ccccc2)c1	0.6	2.5	10.6%	-0.1	18.6
9	CCOCCCNC(=O)c1ccc(N2CCOCC2)c(NS(=O)(=O)c2ccc(OC)cc2)c1	0.4	-4.8	1.1%	-1.2	-1.9
10	CCCCc1ccc(NC(=O)c2ccc(=O)n(Cc3cccc(C)c3)c2)cc1	0.7	-0.7	4.3%[57.1 µM]	1.5	3.6
11	COc1ccccc1C1CCN(Cc2ccc(Cl)cc2Cl)CC1	-0.5	-1.7	-0.5%	1.0	-0.8
12	CCn1cc(C(=O)NCCc2ccc(Cl)cc2)c(=O)c2cc(S(=O)(=O)N(C)C)ccc21	-0.7	-0.7	-3.9%	-0.2	3.3
13	CCN(c1ccccc1)S(=O)(=O)c1ccc(NC(=O)C(C)(C)C)cc1	0.4	5.0	-5.0%	0.6	0.5
14	O=C(Oc1ccccc1)c1ccc(COC(=O)c2cnccn2)cc1	-0.8	-8.0	-5.6%	-0.4	-0.3
15	C(=N\Nc1nc2ccccc2[nH]1)/c1ccccn1	-0.2	-1.3	-2.9%	-0.1	?

cpd	TrxR1 inh	USP1-UAF1 inh	IDH1 R132H inh	D2 antagonist
1	-9.2%	-11.1%	5.3%	8.6
2	7.0%[57.1 µM]	11.0%	26.7%	·
3	-32.6%[57.1 µM]	-4.3%	-4.8%	·
4	7.9%	7.6%	5.7%	-8.1
5	-6.6%	-2.7%	5.4%	-4.4
6	16.3%[57.1 µM]	?	10.5%	51.0*
7	-21.9%	-21.7%	-0.6%	1.7
8	37.4%[activator]	-29.1%	3.8%	·
9	5.0%	-21.6%	-5.4%	14.9
10	39.9%[activator][57.1 µM]	-25.1%	0.0%	·
11	7.6%	-26.4%	-7.8%	24.1
12	0.2%	-2.8%	8.2%	-8.8
13	20.5%	-5.6%	0.7%	-3.3
14	-7.2%	-4.1%	7.3%	1.1
15	18.5%	-15.0%	25.7%	-4.4

Reprinted from the part before: two compounds; new compounds follow.
cpd	Molecule	TRHR agonist	TRHR PAM	TrxR1 substrate	D2 ag	PI4K2A inh
14	O=C(Oc1ccccc1)c1ccc(COC(=O)c2cnccn2)cc1	-0.8	-8.0	-5.6%	-0.4	-0.3
15	C(=N\Nc1nc2ccccc2[nH]1)/c1ccccn1	-0.2	-1.3	-2.9%	-0.1	?
16	COc1ccc(C(C(=O)NC2CCCC2)N(Cc2cccnc2)C(=O)c2snc(C(N)=O)c2N)cc1 (stereo not given)	0.4	12.2	5.9%[57.1 µM]	-0.7	-5.1
17	O=C(Nc1ccccc1)C1=C[C@H](c2coc3ccccc3c2=O)C[C@H](OCc2ccc(CO)cc2)O1	0.6	0.7	4.6%[57.1 µM]	0.2	0.5
18	O=C(Nc1ccn(Cc2ccc(Cl)cc2)n1)c1ccc2c(c1)OCO2	-0.2	-6.5	5.3%	0.5	2.6
19	COCCCNC(=S)NNC(=S)Nc1ccc(OC)cc1	-0.2	6.1	-1.6%	-0.5	-3.4
20	COc1cccc(N2[C@@H](CC(C)=O)c3cc(C(F)(F)F)ccc3S2(=O)=O)c1	·	·	-1.6%&-5.4%	·	-7.3
21	O=C(Cc1ccc(-c2ccccc2)cc1)NCc1cccnc1	0.6	4.5	-5.9%[57.1 µM]	-0.3	1.9
22	CC(=O)NNc1cccc(Cl)n1	-0.6	15.8	4.2%[57.1 µM]	-0.9	8.0
23	C#CCOCCOCCOCCNc1nc(N2CCN(C(=O)CCCCCCCCCCNC(=O)Cn3cc(CCCCCN)nn3)CC2)nc(N2CCN(C(=O)CCCCCCCCCCNC(=O)[C@H]([C@@H](C)CC)n3cc(CCCCCN)nn3)CC2)n1	9.4	4.5	-1.7%	-0.1	2.1
24	O=C(CNC(=O)c1ccccc1Br)N/N=C/c1ccco1	1.1	-1.8	0.7%[57.1 µM]	0.6	-7.0
25	CCc1nc(C)cc2c1sc1ccccc12	0.2	9.9	-0.4%[57.1 µM]	-1.6	2.2
26	CC(=O)c1ccc(OCC(O)CN2C(C)(C)CC(O)CC2(C)C)cc1 (stereo not given)	0.4	4.9	10.1%[57.1 µM]	1.1	3.0
27	CCOc1cc(/C=N/NS(=O)(=O)c2ccc(OC)cc2)ccc1OCCN1CCOCC1	0.3	7.4	-8.8%[57.1 µM]	-0.5	8.7
28	CCCCC(Sc1nc(N)c(NC(=O)c2ccc(OC)cc2)c(=O)[nH]1)C(=O)O (stereo not given)	-1.2	-1.2	3.5%[57.1 µM]	0.5	-2.3
29	Cc1cc(N2C(=O)C3CC=CCC3C2=O)no1 (stereo not given)	0.6	0.9	5.1%	0.1	1.5
30	COC(=O)CCCC(=O)Nc1ccc(Br)cc1	-0.1	1.6	-13.1%	1.4	-1.9

cpd	TrxR1 inh	USP1-UAF1 inh	IDH1 R132H inh	D2 antagonist
14	-7.2%	-4.1%	7.3%	1.1
15	18.5%	-15.0%	25.7%	-4.4
16	-3.7%[57.1 µM]	5.6%	-7.1%	-37.4
17	6.9%[57.1 µM]	-20.0%	-4.7%	12.6
18	20.6%	-21.9%	2.4%	3.5
19	-2.7%	-13.6%	-2.4%	-2.0
20	0.0%&-23.5%	-14.0%	-1.9%	·
21	7.3%[57.1 µM]	2.9%	5.0%	6.1
22	15.1%[57.1 µM]	-6.3%	-5.4%	-6.4
23	?	?	6.7%	-23.4
24	29.1%[0.0914 µM]	?	15.7%	1.7
25	0.4%[57.1 µM]	-0.3%	1.7%	1.5
26	18.1%[57.1 µM]	-23.8%	-0.2%	23.2
27	22.7%[57.1 µM]	-12.8%	2.2%	11.1
28	12.6%[57.1 µM]	4.7%	3.2%	5.7
29	16.6%	-21.2%	5.2%	-24.8
30	-13.7%	-3.7%	5.3%	2.9

New compounds follow
cpd	Molecule	TRHR agonist	TRHR PAM	TrxR1 substrate	D2 ag	PI4K2A inh
31	COc1ccc(C(=O)Nn2c(C3CCC3)nc3ccccc3c2=O)c(OC)c1	0.0	-6.5	-0.6%[57.1 µM]	-0.7	7.6
32	CCOC(=O)C1=C(c2ccccc2)NC(=S)NC1c1cc([N+](=O)[O-])ccc1OC (stereo not given)	-0.9	0.5	5.8%[57.1 µM]	0.4	8.1
33	O=C(COc1cccnc1[N+](=O)[O-])c1c[nH]c2ccccc12	0.3	1.8	-14.4%	1.0	-4.6
34	O=C(NCCO)c1cc2cc(Cl)cc(Cl)c2oc1=O	0.2	0.3	11.0%	-0.3	-13.7
35	Cc1ccc(NC(=O)C2CCCN(S(=O)(=O)c3ccc4[nH]c(=O)ccc4c3)C2)c(C)c1 (stereo not given)	0.1	1.6	9.3%	0.0	-0.1
36	CCn1nc(C)c(/C=C/C(=O)Nc2ccc(C)cc2C)c1C	0.2	5.0	-14.3%	-0.1	0.0
37	COc1cccc2cc(C(=O)N3CCN(C(=O)c4ccco4)CC3)c(=O)oc12	-0.5	3.0	-8.9%	-0.6	0.9
38	CCN1CCN(CCNC(=O)Cn2c(=O)c3cccn3c3ccc(F)cc32)CC1	0.7	2.3	-0.2%	-0.6	-4.5
39	O=C(Nc1nc2ccccc2c(=O)s1)c1ccc(F)cc1Cl	1.7	5.3	-1.2%	0.8	42.2
40	O=C(O)c1ccccc1C(=O)NNc1ccc(F)cc1F	-1.6	2.4	2.8%	0.2	9.1
41	Cc1ccccc1C1=Nn2c(nnc2-c2ccco2)SC1	-1.9	0.3	2.6%	-1.6	-7.6
42	Cc1cccc(NC2=NC(C)(C)N=C(N)N2)c1C	0.1	1.4	1.7%	-1.0	-0.8

cpd	TrxR1 inh	USP1-UAF1 inh	IDH1 R132H inh	D2 antagonist
31	-16.5%[57.1 µM]	2.4%	-4.8%	·
32	5.3%[57.1 µM]	3.8%	7.6%	-4.4
33	-13.7%	-18.6%	2.1%	-2.3
34	-1.1%[57.1 µM]	-16.0%	-3.5%	13.3
35	26.0%	-21.3%	2.1%	0.1
36	4.8%[57.1 µM]	3.7%	6.9%	-1.3
37	-10.6%	-9.2%	-1.1%	-9.0
38	12.4%	-9.7%	-7.8%	11.8
39	-10.7%	-12.7%	-10.8%	-31.0
40	29.6%	-9.4%	-6.9%	-2.1
41	-5.8%	-16.3%	-1.8%	4.3
42	-4.0%	7.4%	15.4%	16.3

Records listed so far printed as active in D2 antagonist:
nr | Molecule | TRHR agonist | TRHR PAM | TrxR1 substrate | PI4K2A inh | TrxR1 inh | USP1-UAF1 inh | IDH1 R132H inh | D2 antagonist
6 | Cc1ccc(-c2nn(-c3ccccc3)cc2CNCc2ccccc2)cc1 | 0.7 | 2.9 | -10.0%[57.1 µM] | 0.3 | 16.3%[57.1 µM] | ? | 10.5% | 51.0*
